Compound activity: PubChem, The Scripps Research Institute Molecular Screening Center
CHRM1 agonist: human M1 muscarinic receptor agonists, primary screen, Fluo-8 calcium fluorescence, CHO-K1 cells, HTS | Muscarinic acetylcholine receptor M1 (Homo sapiens), P11229 | CHO-K1 hM1, agonist mode; 0% DMSO, 100% acetylcholine EC100 | activation, % at 3 µM | 360,000 tested, 0.33% active;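 active = activation above the run's mean compound activation plus 3 SD, cut at about 16% in these data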;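 also: peak over basal fluorescence ratio within a 140 s kinetic read after compound addition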
Target sequence (P11229 whole entry, looked up): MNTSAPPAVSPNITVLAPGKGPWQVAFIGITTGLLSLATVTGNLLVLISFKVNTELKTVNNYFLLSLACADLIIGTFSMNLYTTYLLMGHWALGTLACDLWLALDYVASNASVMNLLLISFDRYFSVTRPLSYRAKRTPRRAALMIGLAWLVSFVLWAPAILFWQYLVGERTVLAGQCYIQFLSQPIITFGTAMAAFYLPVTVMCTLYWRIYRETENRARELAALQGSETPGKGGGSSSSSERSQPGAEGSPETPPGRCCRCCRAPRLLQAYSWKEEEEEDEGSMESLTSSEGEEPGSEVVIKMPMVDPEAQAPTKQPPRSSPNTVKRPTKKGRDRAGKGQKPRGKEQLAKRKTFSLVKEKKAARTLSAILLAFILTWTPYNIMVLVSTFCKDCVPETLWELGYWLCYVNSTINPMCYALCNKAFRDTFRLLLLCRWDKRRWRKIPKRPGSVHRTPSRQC
CHO-K1 Ca PAM: nonselective calcium activators in parental CHO-K1 cells, primary screen, counter-screen for M1 PAM project, cell-based, Fluo-8 calcium fluorescence, full deck, 1536-well. ATP EC20; 0% at ATP EC20, 100% at ATP max. AID 602247, 2012. 360,000 tested, 0.02% active. activation, % at 3 µM;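 active = activation above the run cutoff, the mean activation of all test compounds plus 3 SD, cut at about 40% in these data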;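 also: peak over basal fluorescence ratio in a 140 s read after ATP addition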
CHO parental Ca: ATP-evoked calcium signal inhibitors, parental CHO, primary screen, counter-screen for OX1R antagonist project, cell-based, fluorescence, Fluo-8 calcium dye. parental CHO-K1, ATP-induced calcium, Fluo-8 fluorescence. inhibition, % at 5.6 µM. 330,000 tested, 0.63% active. AID 463079, 2010;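 active = inhibition above that plate's mean sample inhibition plus 3 SD, cut at about 26% in these data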;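 also: 0% = ATP-challenged DMSO wells and 100% = DMSO wells without ATP; some compounds past the cut are filed as inactive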
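material = parental CHO cells | also added = ATP as calcium-mobilizing challenge | dosing = single point at 5.6 µM | detection = intracellular calcium via Fluo-8 no-wash fluorescent dye | read-out = % inhibition | benchmarks = low control ATP plus DMSO, high control DMSO only | repeats = one well per compound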
CHO-K1 Ca ag: counter-screen for M1 agonists: effect in parental CHO-K1 cells; Fluo-8 calcium fluorescence; scaled to maximal ATP response, vehicle zero; activation, % at 3 µM; 360,000 tested, 0.48% active; AID 602248, 2012; in the data active = activation above about 15%;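 also: untransfected CHO-K1 host cells lacking M1 receptor as counterscreen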
CHO-K1 Ca antag: counter-screen for M1 antagonists: effect in parental CHO-K1 cells. 360,000 tested, 0.6% active. inhibition, % at 3 µM. ATP-induced calcium, Fluo-8 fluorescence;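 active = inhibition above a per-plate cutoff, the plate's mean sample inhibition plus 3 SD, cut at about 24% in these data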;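 also: 0% = DMSO plus EC80 ATP and 100% = DMSO alone without ATP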
TAAR1 antagonist: human TAAR1 antagonists, primary screen, Fluo-8 calcium fluorescence, CHO RD-HGA16 cells | Trace amine-associated receptor 1 (Homo sapiens), Q96RJ0 | antagonist | inhibition, % at 3 µM | 360,000 tested, 1.5% active;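 active = inhibition above a per-plate cutoff, the mean inhibition of test compounds on that plate plus 3 SD, cut at about 49% in these data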;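 also: 0% = DMSO plus EC80 beta-PEA response and 100% = DMSO alone without agonist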
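Material: CHO RD-HGA16 cells bearing hTAAR1; compound dosing: one-point dosing, 3 µM nominal final; schedule: dye loading 75 min at 37 °C, then 30 min room temperature; measured by: calcium fluorescence with Fluo-8; control set: vehicle and agonist controls; replication: n of 1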
TAAR1 ag: human TAAR1 agonists, primary screen, Fluo-8 calcium fluorescence, CHO RD-HGA16 cells. vehicle wells 0%, saturating PEA agonist 100%. activation, % at 3 µM. 360,000 tested, 0.99% active. AID 624467, 2012;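 active = activation above the mean activation of all test compounds in the run plus 3 SD, cut at about 38% in these data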
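System: CHO-derived RD-HGA16 cells with stable Gα16 and human TAAR1 / Times: 17-24 h plating, Fluo-8 75 min 37 °C, 30 min RT / Technique: calcium-sensitive Fluo-8 signal, excitation 470-495, emission 515-575 nm / Measure: % activation relative to PEA EC100 response / Benchmarks: DMSO and PEA EC100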
M1 antag: human M1 muscarinic receptor antagonists, primary screen, CHO-K1 cells, Fluo-8 calcium fluorescence, 1536-well | CHO-K1 hM1, ACh EC80 antagonist | inhibition, % at 3 µM | 360,000 tested, 1.3% active | AID 588852, 2011;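 active = percent inhibition above its own plate's cutoff, namely the mean of that plate's compound wells plus 3 SD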;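 also: peak over basal fluorescence ratio during 140 s after agonist addition; 0% = ACh EC80 plus DMSO and 100% = DMSO alone without agonist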
OXTR potentiate: human OXTR potentiators, primary screen, fluorescence, CHO-OTR cells, Fluo-8 calcium; activation, % at 3 µM; 320,000 tested, 0.061% active; Fluo-8 calcium fluorescence, potentiator mode; 0% = oxytocin EC15, 100% = EC100;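 active = activation above that plate's cutoff, the mean activation of tested compounds plus 3 SD, cut at about 6.6% in these data, passing the limit was not always enough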;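 also: 100% uses oxytocin at 75 nM as the full agonist control; some results filed as inactive read as strong as hits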
Target sequence (P30559 whole entry, looked up): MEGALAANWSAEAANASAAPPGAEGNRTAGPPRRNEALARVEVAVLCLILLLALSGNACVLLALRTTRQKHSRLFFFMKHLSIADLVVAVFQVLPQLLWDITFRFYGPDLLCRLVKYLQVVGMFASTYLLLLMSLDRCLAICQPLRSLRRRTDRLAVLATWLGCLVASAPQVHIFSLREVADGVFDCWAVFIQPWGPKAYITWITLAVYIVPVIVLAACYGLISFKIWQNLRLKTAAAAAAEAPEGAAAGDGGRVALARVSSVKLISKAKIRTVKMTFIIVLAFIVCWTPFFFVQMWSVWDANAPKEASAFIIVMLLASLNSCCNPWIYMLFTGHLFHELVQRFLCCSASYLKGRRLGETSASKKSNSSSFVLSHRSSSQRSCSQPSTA
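Assay system: CHO cell line stably expressing human OTR | Also added: Oxytocin at about EC15, sub-maximal agonist stimulus | Times: Compound 6 min at room temperature before oxytocin, 100 s read | Measured by: Fluo-8 intracellular calcium fluorescence, ex 470-495, em 515-575 nm | Controls: EC15 oxytocin alone as 0%, 75 nM oxytocin as 100%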
* marks the source's active call; other numbers are inactive results; . = no result given.

The line under a structure holds: CHRM1 agonist	CHO-K1 Ca PAM	CHO parental Ca	CHO-K1 Ca ag	CHO-K1 Ca antag	TAAR1 antagonist	TAAR1 ag	M1 antag	OXTR potentiate
> CC1CC(C)CN(C(=O)CSc2ncnc3sccc23)C1 (configuration not stated)
  -6	5	-14	1.0	-11	0	3	-12	-7
> CN(c1ccccc1)S(=O)(=O)c1ccc(C(=O)NCC(c2ccco2)N2CCCCC2)cc1 (configuration not stated)
  -6	14	-19	4.2	-18	-17	4	36*	-8
> Cc1c(/C(O)=C2/C(=O)C(=O)N(Cc3cccnc3)C2c2ccccn2)cnn1-c1ccccc1 (configuration not stated)
  -6	-4	-7	0.3	7	12	4	-2	-21
> CC/C(C)=N/N1C(=O)c2ccccc2NC1(C)CC (configuration not stated)
  -6	16	-4	0.3	-7	-3	1	-2	-6
> CC(Sc1nc2ccccc2c(=O)[nH]1)C(=O)O (configuration not stated)
  -5	-7	-9	0.1	1	-10	9	7	-4
> CCOc1ccc(NC(=S)N/N=C(\C)Cc2ccc(OC)cc2)cc1
  -11	18	-11	0.1	-6	-6	-1	-11	-2
> COc1ccc(C(=O)NCc2ccccc2OC)cc1
  -1	-9	-4	0.1	-13	2	11	-8	-3
> CCOc1ccc(N=C2NC(=O)C(CC(=O)Nc3ccccc3)S2)cc1 (configuration not stated)
  -4	0	-19	0.4	-10	-10	2	5	-1
> Cc1cc2occ(CC(=O)OCC(=O)Nc3sc4c(c3C#N)CCC(C)C4)c2cc1C (configuration not stated)
  -8	17	-12	0.0	-5	-9	2	-8	1
> CCN1CCN(C(=S)Nc2ccccc2Cl)CC1
  -4	4	4	0.5	-5	6	1	-19	-9

The list goes on (2 carried over from the part before).
The line under a structure holds: CHRM1 agonist	CHO-K1 Ca PAM	CHO parental Ca	CHO-K1 Ca ag	CHO-K1 Ca antag	TAAR1 antagonist	TAAR1 ag	M1 antag	OXTR potentiate
> Cc1cc2occ(CC(=O)OCC(=O)Nc3sc4c(c3C#N)CCC(C)C4)c2cc1C (configuration not stated)
  -8	17	-12	0.0	-5	-9	2	-8	1
> CCN1CCN(C(=S)Nc2ccccc2Cl)CC1
  -4	4	4	0.5	-5	6	1	-19	-9
> CCc1cc(Br)ccc1NC(=S)NCCc1ccccc1
  -2	10	.	6.8	-2	-6	11	14	.
> Cc1c(NC(=O)c2cnc(Cl)c(Cl)c2)c(=O)n(-c2ccccc2)n1C
  -10	8	4	1.2	-13	5	-2	2	-2
> COc1ccc(C(=O)c2ccc(OC)c(OC)c2OC)cc1
  -5	20	.	0.0	-16	-10	0	-5	.
> Cc1ccc(-c2ocnc2C(=O)Nc2nc(C)cs2)cc1
  -7	26	-32	0.0	-16	-12	-3	-13	-12
> O=S(=O)(O)c1cccnc1SCc1ccccc1
  1	27	6	0.9	-20	0	10	-21	-4
> CC(=O)Nc1cc(-c2ccc(N)cc2)cn2c(-c3cccc(C(F)(F)F)c3)cnc12
  2	4	.	3.2	-3	34	4	-13	.
> O=C(O)[C@H]1Cc2ccccc2CN1S(=O)(=O)c1ccc(F)cc1
  -2	-8	-6	0.2	-5	-19	-2	-1	-1
> O=C(NCc1cccc(F)c1)c1noc2c1CCCC2
  -10	25	-8	0.8	-9	-7	0	-16	-2
> CCOc1ccc2nc(NC(=O)C3CCCN(S(=O)(=O)c4cccc5nonc45)C3)sc2c1 (configuration not stated)
  -2	17	-11	0.3	-21	-9	0	-10	-9
> O/N=C(\COc1ccccc1O)c1ccccc1
  -4	18	3	2.5	-14	8	1	-3	1
> COc1ccc(CCN=c2c([N+](=O)[O-])nn(-c3cccc(C)c3)n2O)cc1OC
  -2	15	-21	5.8	-15	-4	0	-13	4
> C1CSC2(N1)C1CC3CC2CC(C1)C31NCCS1 (configuration not stated)
  -1	10	-3	0.4	-12	6	9	-9	0
> O=C(CSCc1ccc(F)cc1)Nc1ccc(F)cc1
  -8	16	-13	2.0	1	16	8	-5	1
> COc1cc(OC)nc(NC(=O)C(C)C)n1
  -5	-9	4	-0.2	8	3	0	0	-9
> CC(=O)N1SC(N)=NC1c1ccccc1 (configuration not stated)
  -3	17	1	0.9	-3	-8	2	2	-13
> Cc1cc(NC(=O)c2ccccc2)ccc1NC(=O)Cc1ccccc1
  -1	12	-20	1.4	-9	22	0	-15	3
> O=C(O)COc1ccc(Oc2ccccc2)cc1
  -3	7	-7	0.1	-4	18	0	-18	-5
> CC(=O)c1ccc(S(=O)(=O)Nc2ccc(-c3cn4c(n3)SCC4)cc2)cc1
  -6	18	-2	0.7	-6	19	2	-3	-7
> Cc1cccc(-n2c(N)c(C(=O)NCCN3CCOCC3)c3nc4ccccc4nc32)c1
  .	.	-16	.	.	29	5	.	-14
> Clc1ccc2nc(N3CCCCC3)[nH]c2c1
  -7	19	-8	1.8	-10	-16	5	-13	-1

Already shown: entries from further up.
The line under a structure holds: CHRM1 agonist	CHO-K1 Ca PAM	CHO parental Ca	CHO-K1 Ca ag	CHO-K1 Ca antag	TAAR1 antagonist	TAAR1 ag	M1 antag	OXTR potentiate
> CCOc1ccc2nc(NC(=O)C3CCCN(S(=O)(=O)c4cccc5nonc45)C3)sc2c1 (configuration not stated)
  -2	17	-11	0.3	-21	-9	0	-10	-9
> O/N=C(\COc1ccccc1O)c1ccccc1
  -4	18	3	2.5	-14	8	1	-3	1
> COc1ccc(CCN=c2c([N+](=O)[O-])nn(-c3cccc(C)c3)n2O)cc1OC
  -2	15	-21	5.8	-15	-4	0	-13	4
> C1CSC2(N1)C1CC3CC2CC(C1)C31NCCS1 (configuration not stated)
  -1	10	-3	0.4	-12	6	9	-9	0
> O=C(CSCc1ccc(F)cc1)Nc1ccc(F)cc1
  -8	16	-13	2.0	1	16	8	-5	1
> COc1cc(OC)nc(NC(=O)C(C)C)n1
  -5	-9	4	-0.2	8	3	0	0	-9
> CC(=O)N1SC(N)=NC1c1ccccc1 (configuration not stated)
  -3	17	1	0.9	-3	-8	2	2	-13
> Cc1cc(NC(=O)c2ccccc2)ccc1NC(=O)Cc1ccccc1
  -1	12	-20	1.4	-9	22	0	-15	3
> O=C(O)COc1ccc(Oc2ccccc2)cc1
  -3	7	-7	0.1	-4	18	0	-18	-5
> CC(=O)c1ccc(S(=O)(=O)Nc2ccc(-c3cn4c(n3)SCC4)cc2)cc1
  -6	18	-2	0.7	-6	19	2	-3	-7
> Cc1cccc(-n2c(N)c(C(=O)NCCN3CCOCC3)c3nc4ccccc4nc32)c1
  .	.	-16	.	.	29	5	.	-14
> Clc1ccc2nc(N3CCCCC3)[nH]c2c1
  -7	19	-8	1.8	-10	-16	5	-13	-1

Further structures follow:
The line under a structure holds: CHRM1 agonist	CHO-K1 Ca PAM	CHO parental Ca	CHO-K1 Ca ag	CHO-K1 Ca antag	TAAR1 antagonist	TAAR1 ag	M1 antag	OXTR potentiate
> COC(=O)CCCCCCCCCCN1CCCCC1
  -8	16	-8	1.6	-4	9	2	27*	-3
> CCCC(C)C(=O)OCC(=O)NCc1ccc(OC)c(OC)c1 (configuration not stated)
  -3	0	11	0.6	-2	5	0	-4	2
> Nc1nc(SCC(=O)Nc2cccc(F)c2)n[nH]1
  -1	5	-1	0.4	-11	-18	6	-7	-3
> CC1(C(=O)NCc2ccc(Cl)cc2)CCN1C(=O)Cc1ccc(Cl)cc1Cl (configuration not stated)
  -7	19	.	0.0	-11	-17	0	-1	.
> CNC(=O)c1c(NC(=O)CCS(=O)(=O)c2ccccc2)sc2c1CCN(C(=O)OC)C2
  -1	-16	-13	-0.2	12	-9	1	4	-2
> N#Cc1ccc(C(=O)N2CCC3CC2c2cc(N4CCCCC4)ccc23)cc1 (configuration not stated)
  -8	14	.	2.7	-11	7	4	-20	.
> O=C(Oc1ccc(NC2=C(Cl)C(=O)c3ccccc3C2=O)cc1)c1ccc([N+](=O)[O-])cc1
  -9	16	.	2.0	6	.	.	-9	.
> NC(=O)c1ccc(NC(=O)CSc2nnc(-c3cccnc3)n2Cc2ccco2)cc1
  -2	-1	-8	0.0	-21	-7	0	-16	-2
> COC(=O)c1ccccc1SCc1csc(C)n1
  -8	4	-13	1.3	-12	-17	1	-13	4
> COc1ccc(CC(=O)NCc2ccc(Cl)cc2)cc1S(=O)(=O)N1CCOCC1
  0	7	.	0.6	0	-11	2	1	.
> O=C(Cc1c(F)cccc1Cl)Nc1nccs1
  3	2	7	0.1	-3	-3	-2	-7	-4
> O=C(O)/C=C/C(=O)N1CCN(c2cccc(Cl)c2)CC1
  -3	12	10	0.1	-16	16	1	6	-15
> COc1ccc(NC(=O)CS(=O)(=O)Cc2ccccc2)c([N+](=O)[O-])c1
  1	-4	-18	0.1	0	-4	0	-7	-12
> CC1=C(C(=O)OC(C)C)C2(O)C(=O)c3ccccc3C2(O)N1 (configuration not stated)
  -3	-4	-11	-0.4	13	2	2	-24	-7
> COc1cccc(-c2ccc3ncnc(NCc4cccnc4)c3c2)c1
  -6	20	-21	-0.7	-22	16	16	-3	5
> CN(C)S(=O)(=O)c1cc(NC(=O)COC(=O)c2ccc3c(c2)OCO3)ccc1Cl
  -8	19	-8	1.4	-8	7	2	-10	-1
> Cc1ccc(S(=O)(=O)Nc2cc(-c3ccccc3)nn2C)cc1
  -4	-14	-19	0.0	0	-19	3	2	1
> c1csc(CNc2nc3ccccc3n2CCN2CCOCC2)c1
  -6	11	-11	0.0	-2	-14	2	3	-12
> Cc1ccc(C(=O)NN(CCC#N)C2=NS(=O)(=O)c3ccccc32)cc1
  -4	-12	0	-0.3	14	-3	4	16	0
> COc1ccc(CN2CCC2(C)C(=O)NCCNC(C)=O)c2ccccc12 (configuration not stated)
  -6	23	.	0.4	-11	-21	0	5	.
